PfM18AAP inh = PfM18AAP enzyme inhibition. inhibition, % at 7.35 µM. 1.2% of 290,000 active. recombinant PfM18AAP, H-Glu-NHMec fluorogenic cleavage. AID 1822;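 active means inhibition above the campaign mean inhibition over all tested compounds plus 3 SD, cut at about 28% in these data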;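 further: 0% = plate median of test compound wells and 100% = 2 mM ZnCl2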
VIM-2 inhibitor = inhibitors of Pseudomonas aeruginosa VIM-2 metallo-beta-lactamase; purified VIM-2, nitrocefin hydrolysis, epi-absorbance fluorescence; 0.89% of 290,000 active; inhibition, % at 5.6 µM;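 active means inhibition above the mean of all tested compounds plus 3 SD, cutoff set per screening run, cut at about 7.5% in these data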;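 further: red hydrolysis product quenches plate fluorescence so inhibitors raise well fluorescence; 0% = enzyme with DMSO and 100% = DMSO without enzyme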
IMP-1 inh = blocks Pseudomonas aeruginosa IMP-1 metallo-beta-lactamase | purified IMP-1, nitrocefin hydrolysis, epi-absorbance fluorescence | inhibition, % at 5.6 µM | 0.45% of 290,000 active;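 active means inhibition above the mean plus 3 SD of all compounds in the same screening run, cut at about 4.5% in these data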;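 further: 0% = IMP-1 with DMSO and 100% = DMSO wells lacking enzyme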
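System: purified IMP-1 / Input: IMP-1 dispensed at 0.2 nM / Medium: 50 mM HEPES pH 7.1, 50 µM ZnSO4, 0.05% Brij 35 / Timing: 15 min enzyme–compound preincubation, then 25 min nitrocefin reaction, 25 °C / Technique: plate fluorescence quenching by hydrolysis product, ex 480/em 530 nm / Repeats: singlicate testing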
DNA FID counter = counter-screen for HCV NS3 helicase inhibitors: DNA intercalator displacement; DNA fluorescent intercalator displacement, fluorescence; inhibition, % at 7.9 µM; 0.17% of 290,000 active; in the data active means inhibition above about 37%;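 further: 0% = vehicle and 100% = reference compound; higher means more ethidium bromide displaced from hairpin DNA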
HCV NS3 hel inh = HCV NS3 helicase inhibition. NS3 helicase DNA unwinding, Cy5 molecular beacon fluorescence. inhibition, % at 10.9 µM. 0.56% of 290,000 active;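 active means inhibition above the mean of all tested compounds plus 3 SD, set per campaign, cut at about 35% in these data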;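 further: 0% = DMSO wells and 100% = thioflavine S control wells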
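System: NS3 helicase fragment of HCV / Schedule: 1 h at 25 °C / Control set: DMSO alone as 0% and 110 µM thioflavine S as 100% / Reagent: Cy5/quencher beacon DNA duplex and ATP to start / Technique: Cy5 fluorescence / Replication: singlicate / Evaluation: % inhibition of end-to-start signal ratio versus controls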
pCIP destab = compounds decreasing mouse p/CIP protein stability; decrease of EGFP signal, % at 10 µM; 0.01% of 290,000 active; F442A p/CIP-EGFP cells, EGFP fluorescence, 16 h;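 active means EGFP signal decrease of at least 30% at 10 µM or well 3 SD below plate mean, unless failing retest; inactive means the rest, including hits failing retest or dose response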; further: some compounds called inactive have numbers as strong as hits; many of its hits are not listed in these tables
IDE cell activ = IDE (human) activation, cell-based. P14735. HEK cells, FAbeta-B cleavage, fluorescence polarization; 0% vehicle, 100% cell-free pure enzyme wells. activation, % at 5.96 µM. 0.073% of 340,000 active. AID 493087;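 active means activation above the mean of all tested compounds plus 3 SD, set per screening campaign, cut at about 17% in these data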
Target sequence (P14735 whole entry, looked up): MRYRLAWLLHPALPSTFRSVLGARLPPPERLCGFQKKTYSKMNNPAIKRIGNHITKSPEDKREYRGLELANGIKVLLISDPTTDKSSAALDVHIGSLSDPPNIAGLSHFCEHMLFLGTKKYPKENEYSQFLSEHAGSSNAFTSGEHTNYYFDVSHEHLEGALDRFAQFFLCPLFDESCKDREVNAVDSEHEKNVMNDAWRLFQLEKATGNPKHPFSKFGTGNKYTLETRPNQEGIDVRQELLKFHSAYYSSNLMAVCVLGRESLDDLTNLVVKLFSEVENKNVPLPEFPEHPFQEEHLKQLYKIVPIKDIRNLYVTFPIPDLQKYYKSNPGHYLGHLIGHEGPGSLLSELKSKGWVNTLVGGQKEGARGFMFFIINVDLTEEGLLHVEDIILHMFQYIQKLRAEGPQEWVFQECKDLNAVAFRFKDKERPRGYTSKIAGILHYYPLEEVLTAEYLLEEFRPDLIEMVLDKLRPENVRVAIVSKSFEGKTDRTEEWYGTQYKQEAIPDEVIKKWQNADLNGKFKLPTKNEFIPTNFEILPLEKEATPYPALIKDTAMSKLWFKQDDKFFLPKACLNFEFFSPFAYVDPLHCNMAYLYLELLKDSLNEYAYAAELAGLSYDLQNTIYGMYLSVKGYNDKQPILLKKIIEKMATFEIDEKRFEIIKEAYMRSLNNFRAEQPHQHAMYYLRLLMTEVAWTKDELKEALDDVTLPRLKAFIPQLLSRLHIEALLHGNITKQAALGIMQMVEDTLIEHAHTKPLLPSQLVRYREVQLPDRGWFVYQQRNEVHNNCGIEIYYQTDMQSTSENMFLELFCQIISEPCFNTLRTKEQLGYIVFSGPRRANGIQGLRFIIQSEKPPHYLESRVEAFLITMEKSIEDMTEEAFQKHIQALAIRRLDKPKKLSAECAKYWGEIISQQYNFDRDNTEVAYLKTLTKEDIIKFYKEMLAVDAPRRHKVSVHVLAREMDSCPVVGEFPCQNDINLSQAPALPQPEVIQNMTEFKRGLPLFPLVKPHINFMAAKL
SUMO HTRF inh = inhibitors of human SUMOylation (UBC9); 0.36% of 290,000 active; AID 2006; HTRF SUMOylation assay, SAE1/SAE2 + UBC9, in vitro; inhibition, % at 35 µM; P63279; in the data active means inhibition above about 50%, passing the limit was not always enough; further: strong numbers were not always called active
IDE inh = cellular human IDE inhibition; P14735; HEK cells, FAbetaB cleavage, fluorescence polarization; inhibition, % at 5.59 µM; 0.41% of 320,000 active; AID 434962;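 active means percent inhibition above the average of all tested compounds plus 3 SD, set per screening campaign, cut at about 16% in these data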;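 further: IDE supplied by intact live HEK cells; FP after avidin binding of uncleaved biotin substrate so inhibition keeps polarization high; 0% = DMSO wells and 100% = 60 µM reference IDE inhibitor Ii1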
Numbers without * were called inactive; . = no result given.

Every second line gives: PfM18AAP inh, VIM-2 inhibitor, IMP-1 inh, DNA FID counter, HCV NS3 hel inh, pCIP destab, IDE cell activ, SUMO HTRF inh, IDE inh
CCOC(=O)N1CCC(NS(=O)(=O)c2cc(Br)cnc2N)CC1
  -8, -0.8, -0.7, -16, -2, -4, 3, 16, 2
Cc1ccc(NCCC(=O)c2ccccc2)cc1Cl
  -12, 0.4, -0.8, -3, 4, -5, 0, 19, 1
CSc1ncccc1C(=O)OCC(=O)c1ccccc1
  1, -1.3, -1.5, -9, -6, -10, 4, 2, 2
O=C(NCCc1ccccn1)C1CCN(S(=O)(=O)c2ccc3ccccc3c2)CC1
  -2, -2.5, -0.8, -22, -3, 8, 3, 6, 2
Cc1ccc(NC(=O)CN(C)S(=O)(=O)c2cccc3nsnc23)cc1
  -7, -1.8, -0.9, -4, -4, -7, 1, 14, -2
O=C(Cc1ccccc1)N1CCC(c2nc(-c3ccc(F)cc3)no2)CC1
  -5, -4.3, -3.1, -37, -5, 17, 2, 8, 0
Cc1cccc(N=C2NC(=O)/C(=C/c3cccn3C)S2)c1C
  -7, -3.8, -4.3, -31, 18, -27, -12, -3, 10
CCCS(=O)(=O)N1CCCC(C(=O)NCCN2CCC(Cc3ccccc3)CC2)C1 (stereo not given)
  -13, -0.9, 0.7, 16, -11, -4, 3, 17, 0
FC(F)(F)c1ccccc1NC(=S)N1CCc2ccccc2C1
  -2, -3.9, -4.1, -9, 0, -22, 6, 3, 0
Cc1ccc(C2NC(=O)NC3=C2CCc2ccccc23)cc1 (stereo not given)
  -7, 3.8, 0.7, -8, 2, -2, 0, 31, -1
CCCCOc1ccc(S(=O)(=O)Nc2ccc(NC(C)=O)cc2)cc1
  -11, -2.5, -4.3, -15, -4, -11, -4, -4, -2
CCCn1nnnc1-c1cc(Cl)cc(Cl)c1
  -4, -0.8, -1.7, -1, 9, -19, -4, 7, 1
CN(Cc1cccc(F)c1)C(=O)c1cccc(S(=O)(=O)N2CCN(Cc3ccccc3)CC2)c1
  4, -2.1, -3.4, -35, -19, -7, 7, -9, 3
O=C1Nc2ccccc2C(=O)C1(Cl)Cc1ccccc1 (stereo not given)
  17, 2.0, -4.0, 2, 12, 1, -7, 25, 16
COC(=O)CSc1nnc(-c2ccc(S(=O)(=O)N3CCCC3)cc2)n1C
  1, -4.3, -3.2, -4, 11, -6, 2, 20, 2
CC1(C)Cc2c(sc3nc(-c4ccccc4)n(N)c(=O)c23)CO1
  2, -0.5, -0.9, 1, -1, 3, 4, -22, 3
O=C(Oc1ccc(/C=N/NC(=O)c2ccccn2)cc1)c1ccc(Br)cc1
  -5, -1.9, -3.8, -8, -13, 4, 9, 8, 5
CCOc1ccc(Cc2nc(-c3nonc3N)no2)cc1OCC
  -1, -4.0, -1.7, -4, 1, -14, 1, 7, 3
O=C(NC1CCCCC1)c1noc2c1CCCCC2
  1, -2.2, -2.0, -2, 5, 3, 1, 11, 4
COCCn1c(SCC(=O)Nc2nnc(C)s2)nnc1-c1ccco1
  -3, -2.3, -1.9, 2, -3, 4, 4, 1, 4

The final three compounds of the section before are carried over, then new ones follow:
Every second line gives: PfM18AAP inh, VIM-2 inhibitor, IMP-1 inh, DNA FID counter, HCV NS3 hel inh, pCIP destab, IDE cell activ, SUMO HTRF inh, IDE inh
CCOc1ccc(Cc2nc(-c3nonc3N)no2)cc1OCC
  -1, -4.0, -1.7, -4, 1, -14, 1, 7, 3
O=C(NC1CCCCC1)c1noc2c1CCCCC2
  1, -2.2, -2.0, -2, 5, 3, 1, 11, 4
COCCn1c(SCC(=O)Nc2nnc(C)s2)nnc1-c1ccco1
  -3, -2.3, -1.9, 2, -3, 4, 4, 1, 4
Cc1cc(NS(=O)(=O)c2ccc(NC(=O)/C=C/c3ccccc3Cl)cc2)no1
  4, -1.8, -2.6, -19, 26, -18, -4, 12, 4
COCCNC(=O)C(c1ccc(C)o1)N(C(=O)C(=O)NC1CCCCC1)c1ccc(F)cc1 (stereo not given)
  -9, -0.4, -2.6, -38, -5, -1, 2, -1, -2
CC(C)NC(=O)Cn1c(=O)cnc2ccccc21
  -10, 0.9, -0.6, 6, 7, 0, 7, 7, 1
Cn1c(CCNC(=O)OC(C)(C)C)n[nH]c1=S
  2, -1.4, -1.2, 1, 13, -6, 6, 16, -6
COc1ccc2[nH]cc(CCNC(=O)Cc3ccc(Cl)cc3)c2c1
  -1, -3.1, -1.2, -9, -2, -4, 5, 10, 1
CC(=O)Nc1nc(SCCCc2ccccc2)n[nH]1
  -1, -2.3, -1.4, -3, -1, 5, 1, 2, -2
O=C(Nc1cc(C(F)(F)F)ccc1N1CCOCC1)c1ccc[n+]([O-])c1
  7, -3.1, -0.9, -3, -3, -1, 1, 10, 1
CSc1ccc(NC(=O)N2CCC(C(=O)c3ccc(F)cc3)CC2)cc1
  -11, -0.9, -0.3, -22, -2, -22, -3, 14, 2
COc1ccccc1C(=O)COC(=O)CNS(=O)(=O)c1ccc(C)cc1
  5, -1.2, -3.0, -16, -3, 10, 2, 14, 0
Cc1occc1-c1nnc(SCC(=O)Nc2ccc3c(c2)OCO3)n1CC1CCCO1 (stereo not given)
  -2, -0.4, -0.2, -8, -4, -7, 6, -10, -1

Single entries from the list:
VIM-2 inhibitor with O=C(Nc1cc(C(F)(F)F)ccc1N1CCOCC1)c1ccc[n+]([O-])c1 = -3.1
PfM18AAP inh with Cc1occc1-c1nnc(SCC(=O)Nc2ccc3c(c2)OCO3)n1CC1CCCO1 (stereo not given) = -2
HCV NS3 hel inh with Cn1c(CCNC(=O)OC(C)(C)C)n[nH]c1=S = 13
IDE inh with COc1ccc2[nH]cc(CCNC(=O)Cc3ccc(Cl)cc3)c2c1 = 1

Later entries.
Every second line gives: PfM18AAP inh, VIM-2 inhibitor, IMP-1 inh, DNA FID counter, HCV NS3 hel inh, pCIP destab, IDE cell activ, SUMO HTRF inh, IDE inh
Cc1cccc(CCN(CC(=O)NC(C)(C)C)C(=O)c2csnn2)c1
  -3, -4.9, -2.5, -8, 5, 7, 7, -1, 3
CCOc1cc(-c2noc(-c3cccnc3)n2)ccc1OC
  5, -0.9, -2.1, -6, -2, 6, 2, 6, -1
O=C(O)c1oc2ccccc2c1CSc1ccccn1
  4, 1.7, -1.8, -3, 10, -5, 6, -2, 0
Cc1cc(S(=O)(=O)N2CCN(c3ccccc3F)CC2)ccc1-n1cnnn1
  -8, -2.9, -2.3, -24, -4, -23, 8, 15, -3
CCN1CCCC1CNC(=O)C(=O)Nc1ccccc1OC (stereo not given)
  -10, 0.3, 1.1, 0, 1, -2, 0, -18, 0
O=C(N/N=C/c1ccc2c(c1)OCO2)c1cc(-c2ccncc2)nc2ccccc12
  0, -2.6, -3.3, -4, -8, -6, 4, 32, 8
O=C(CSc1nnc(-c2ccccc2)n1-c1ccc(Cl)cc1)N/N=C/c1ccco1
  5, -3.9, -4.8, -31, -8, -4, -4, -12, -3
O=C(CCCSc1nc2ccccc2c(=O)[nH]1)c1ccc(F)cc1
  2, -2.6, -1.7, -17, -11, -7, 2, -11, 9
COc1ccccc1OCC(=O)Nc1ccc(S(=O)(=O)Nc2nccs2)cc1
  -6, 1.2, -0.4, -23, -4, -9, -1, 4, -1
CCc1nnc(NC(=O)C2CCC2)s1
  -6, 0.7, -0.7, 2, -4, 7, 5, 16, -6

4 compounds from above, showing only VIM-2 inhibitor and PfM18AAP inh:
| molecule | VIM-2 inhibitor | PfM18AAP inh |
| --- | --- | --- |
| CCc1nnc(NC(=O)C2CCC2)s1 | 0.7 | -6 |
| O=C(N/N=C/c1ccc2c(c1)OCO2)c1cc(-c2ccncc2)nc2ccccc12 | -2.6 | 0 |
| CCOc1cc(-c2noc(-c3cccnc3)n2)ccc1OC | -0.9 | 5 |
| O=C(O)c1oc2ccccc2c1CSc1ccccn1 | 1.7 | 4 |

Next part:
Every second line gives: PfM18AAP inh, VIM-2 inhibitor, IMP-1 inh, DNA FID counter, HCV NS3 hel inh, pCIP destab, IDE cell activ, SUMO HTRF inh, IDE inh
COc1ccc(S(=O)(=O)N2CCOCC2)cc1C(=O)Nc1cc(C)on1
  5, -4.4, -4.6, -4, 3, -9, 0, 3, -5
O=C(NNc1c([N+](=O)[O-])cc(C(F)(F)F)cc1[N+](=O)[O-])c1ccco1
  14, -1.2, -3.0, 4, 11, -3, -1, -36, -1
NC(=S)N/N=C/c1ccc(C23CC4CC(CC(C4)C2)C3)cc1
  6, 1.3, 0.6, -26, 56*, -8, ., -10, 4
O=C(Nc1cccc(Br)c1)c1ccc(OC2CSC2)cc1
  5, -2.9, -2.6, -1, -5, 2, ., 3, 7
CSc1nc(N2CCOCC2)c2ccccc2n1
  3, 0.4, -3.0, -1, 3, 2, -1, 1, -2
Cc1nc(Sc2cccn2C)c(C(F)(F)F)c(=O)[nH]1
  3, -2.4, -4.2, -4, 4, -12, 2, 17, -3
COCCN1CCN(C(=O)C2CCC(=O)N(Cc3ccc(Cl)cc3)C2)CC1 (stereo not given)
  -3, 2.4, 1.7, -5, 16, 4, 3, 1, 3
COC(=O)c1ccc(C(=O)OC)c(NC(=O)CN(C)Cc2cccc(Cl)c2Cl)c1
  -4, -5.0, -2.3, -4, 9, 3, 3, -17, 2
NC(=O)c1cc(S(=O)(=O)NCc2ccc(F)cc2)cs1
  0, -0.3, -0.8, -5, 0, 3, -1, -3, 0
Cc1ccc(S(=O)(=O)NN2C(=O)/C(=C/c3cccs3)SC2=S)cc1
  -3, -1.0, 4.3, -7, 17, -3, 4, 19, -6
O=C(O)c1ccc(Nc2nc3ccccc3nc2NS(=O)(=O)c2ccc(F)cc2)cc1
  -15, 0.1, -3.2, -35, -14, -13, -5, 24, 1
C/C(=N\NC(=O)CNC(=O)C(c1ccccc1)c1ccccc1)c1ccc(C)cc1
  -7, -2.3, -0.3, -1, 2, -1, ., 37, 4
Cc1ccc(-c2nnc(N3CCC(C)CC3)c3ccccc23)cc1C
  -1, -3.1, -2.0, -6, 2, -11, 3, 5, 2
CCN(CC)CC(O)CN1C(=O)NC(C)(C)C1=O (stereo not given)
  -4, -3.7, -1.9, 1, -3, 4, 1, 8, 1
CCOC(=O)C1CCN(C(=O)Nc2ccc3oc(C)nc3c2)CC1
  12, -4.0, -2.1, -13, 3, -6, 2, 19, 1
Cc1ccccc1OCC(=O)OCC(=O)Nc1ccc(S(N)(=O)=O)cc1
  -5, -2.0, -1.8, -2, -10, -7, -2, -1, -6
O=C(c1ccc(N2CCCCS2(=O)=O)cc1)N1CCN(c2ccccc2F)CC1
  2, 2.6, -1.1, -42, 12, 2, 5, ., 10
Cc1cc(=O)n2[nH]c(C)c(-c3ccc(Cl)cc3)c2n1
  -4, -2.1, -5.9, -7, -13, -7, -1, 6, -4
Cc1cc(C)cc(N(CC(=O)NC2CCCCC2)C(=O)c2csnn2)c1
  -7, -5.0, -3.9, -31, -5, -5, 0, 1, 6
CNC(=S)Nc1cc(C)ccc1OC(F)F
  -5, -0.3, -1.4, 2, -3, 1, 6, 8, -7
Cc1c(C(=O)N2CCOCC2)c(S(=O)(=O)Nc2ccc(C(C)C)cc2)c(C)n1C
  1, -3.1, -2.5, -42, 3, 1, 7, 6, -4

Bioassay records from PubChem BioAssay.
